USP2a inhib – inhibitors of human ubiquitin-specific protease USP2a | Potency, µM (titrated, usually from 38.3 µM), for the others: top-dose activity change, negative = inhibition, usual class: inhibitors | AID 927 | O75604 | USP2a enzymatic assay, qHTS inhibition | 60,000 tested, 0.1% active;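 also: potency is read from the fitted curve at half-maximal effect; nearly all actives have a fitted effect of over 60% in size; plate controls were DMSO for no effect and NEM full inhibition control for full effect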
Target sequence (O75604 whole entry, looked up): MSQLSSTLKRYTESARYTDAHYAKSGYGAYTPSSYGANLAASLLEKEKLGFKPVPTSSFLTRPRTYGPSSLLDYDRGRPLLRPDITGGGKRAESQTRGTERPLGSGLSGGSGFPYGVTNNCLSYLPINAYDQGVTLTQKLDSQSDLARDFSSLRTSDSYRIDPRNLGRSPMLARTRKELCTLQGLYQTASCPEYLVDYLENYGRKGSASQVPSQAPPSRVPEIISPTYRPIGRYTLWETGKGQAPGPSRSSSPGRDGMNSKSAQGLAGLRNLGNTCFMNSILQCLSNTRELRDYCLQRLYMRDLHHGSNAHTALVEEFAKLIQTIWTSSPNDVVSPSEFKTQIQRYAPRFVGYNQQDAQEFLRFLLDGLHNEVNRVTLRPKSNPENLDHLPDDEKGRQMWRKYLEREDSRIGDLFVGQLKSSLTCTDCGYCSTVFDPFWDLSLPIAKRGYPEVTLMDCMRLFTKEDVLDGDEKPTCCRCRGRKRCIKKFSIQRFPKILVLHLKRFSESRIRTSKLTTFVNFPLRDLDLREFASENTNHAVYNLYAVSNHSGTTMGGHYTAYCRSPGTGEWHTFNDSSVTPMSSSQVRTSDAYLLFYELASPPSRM
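20 nM USP2 core + cpd, 30 min RT; add 20 nM Ub-PLA2/20 uM NBD C6-HPC; read Ex460/Em535 at 0 h and 2.5 h. Normalized to NEM; qHTS curve fit/classification.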
BRCT inh green – blocks human BRCA1 BRCT binding to phosphopeptide, green readout; P38398; BRCA1 BRCT-phosphopeptide binding, green fluorescence polarization; Potency, µM (doses to about 76.9 µM), inactives show at the top dose activity change, negative = inhibition, most hits filed as inhibitors; 75,000 tested, 0.05% active;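 also: potency is read from the fitted curve at half-maximal effect; plate controls were peptide without protein for full effect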
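Compounds were incubated for 12 min at room temperature with a complex of 100 nM fluorescein-tagged pBACH1 decapeptide and 250 nM His-tagged BRCT protein. Buffer was phosphate pH 7.3 with EDTA, DTT and Tween 20. Disruption of binding lowers the polarization signal.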
A350 fluor – compounds fluorescent in Alexa 350 spectral region. Compound autofluorescence, 340/450 nm, Alexa 350 dye-equivalents; stronger effect = higher value. max dye-equivalent concentration, M. 59,000 tested, 11% active. AID 590; in the data active = max dye-equivalent concentration above about 10 nM; inconclusive = mostly about 1.1 nM to 9.6 nM
Caspase-7 inhib – allosteric or competitive inhibitors of human caspase-7; AID 889; recombinant caspase-7, Ac-DEVD-AFC fluorescence rate; P55210; 75,000 tested, 0.02% active; Potency, µM (titrated, usually from 57.5 µM), without a hit: top-dose activity change, negative = inhibition, usual class: inhibitors; active = well fitted inhibition curve with a large enough effect in the main read-out, with a control signal flat, not every such curve was filed as active; inconclusive = small, poorly fitted or top-dose-only effect, or a change in a side signal; also: potency is read from the fitted curve at half-maximal effect; % of control where 0% means no effect
Caspase-1 inhib – blocks human caspase-1 allosterically or competitively | P29466 | Caspase-1 enzyme, Ac-WEHD-AFC fluorogenic rate | Potency, µM (doses to about 57.5 µM), for inactives: at the highest dose activity change, negative = inhibition, most hits filed as inhibitors | 75,000 tested, 0.03% active | AID 900;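 also: potency is read from the fitted curve at half-maximal effect; plate controls were vehicle for no effect and no substrate for full effect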
Target sequence (P29466 120-297 limits assumed): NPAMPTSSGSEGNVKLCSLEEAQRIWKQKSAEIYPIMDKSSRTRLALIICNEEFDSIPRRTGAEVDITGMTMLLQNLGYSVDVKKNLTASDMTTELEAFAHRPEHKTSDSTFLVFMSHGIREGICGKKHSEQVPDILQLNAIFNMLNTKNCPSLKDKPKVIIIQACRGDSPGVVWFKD
Target sequence (P29466 317-404 limits assumed): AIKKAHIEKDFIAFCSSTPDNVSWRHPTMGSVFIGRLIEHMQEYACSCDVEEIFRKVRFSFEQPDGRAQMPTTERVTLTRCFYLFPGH
Fluorescein autfl – compound autofluorescence in fluorescein spectral region | Compound autofluorescence, 480/540 nm, fluorescein-equivalent; stronger effect = higher value | max fluorescein-equivalent concentration, M | 59,000 tested, 0.91% active; in the data active = max fluorescein-equivalent concentration above about 10 nM; inconclusive = between about 1.1 nM and that limit
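Each compound is tested across a concentration series in 100 mM Tris buffer at pH 8.0. After 15 min at room temperature, plates are imaged with 480 nm excitation and 540 nm emission filters, and intensities are converted to fluorescein-equivalent values.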
GFP derepression – epigenetic GFP locus derepression in mouse cells; Potency, µM (highest dose often 46.1 µM), inactives show at the top dose GFP derepression (activation); mouse C127i GFP locus derepression, cytometry, 30 h; 68,000 tested, 0.09% active; also: % of control where 0% means no effect
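Locus derepression in mouse mammary C127i cells whose integrated CMV-GFP reporter is normally silent; GFP expression after 30 h compound treatment was quantified by counting fluorescent cells.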
BRCT PPI red – inhibitors of human BRCA1 BRCT-phosphoprotein interaction (red fluorophore). BRCT-phosphopeptide binding, red fluorescence polarization. 75,000 tested, 0.03% active. AID 892. Potency, µM (titrated, usually from 76.9 µM), inactives show at the top dose activity change, negative = inhibition, most hits filed as inhibitors. P38398; also: % is scaled to controls: 0 for no effect and ±100 for the full control effect
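Fluorescence polarization: 100 nM His-tagged BRCA1 BRCT with 100 nM TAMRA-labelled phospho-BACH1 decapeptide, phosphate buffer pH 7.3 with 150 mM NaCl, DTT, 0.01% Tween 20; 12 min RT. Binding inhibition seen as FP decrease.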
UbGFP stabilizer – inhibits proteasome, raising ubiquitin-GFP reporter fluorescence | Ubiquitin-GFP reporter cells, proteasome inhibition, GFP fluorescence; response scale: untreated = 0%, 10 µM MG-132 = 100% | AID 526 | 67,000 tested, under 10 active | Potency, µM (doses to about 45.9 µM), without a hit: at the top dose activation (GFP accumulation), actives largely listed as activators; active = well fitted activation curve with a large enough effect, not every such curve was filed as active; inconclusive = small, poorly fitted or top-dose-only effect, or another doubt; inactive = no such curve, though single readings can be large or run the other way; also: potency is read from the fitted curve at half-maximal effect
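Proteasome block read as GFP accumulation: ubiquitin(G76V)-GFP U2OS cells exposed to compound (2.9 nM–46 uM) for 4 hr at 37 C. Normalization used untreated cells as 0% and 10 uM MG-132 as 100%; concentration-response curves fitted.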
4-MU autofl – compound fluoresces in the 4-MU spectral region | compound autofluorescence, 340/450 nm, 4-MU equivalents; stronger effect = higher value | max dye-equivalent concentration, M | 59,000 tested, 11% active; in the data active = max dye-equivalent concentration above about 10 nM; inconclusive = mostly about 1.1 nM to 9.6 nM
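Compounds in 100 mM Tris, pH 8.0, sat 15 min at room temperature before fluorescence was read at 340 nm excitation/450 nm emission; a per-plate six-point 4-MU standard curve converted signals to dye-equivalent concentration at each compound concentration.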
HEK293 cAMP cs – parental HEK293 cAMP activation (counter-screen). parental HEK293 CNG cAMP sensor, membrane potential fluorescence. Potency, µM (doses to about 57.1 µM), for the others: at the highest dose activation, usual class: activators. 73,000 tested, 2.5% active. AID 938; also: potency is read from the fitted curve at half-maximal effect; % of control where 0% means no effect; nearly all actives have a fitted effect of over 55% in size
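Counterscreen for endogenous-receptor signalling: CNG-channel HEK 293 cells report cAMP rise by membrane depolarization. After 60 min dye equilibration with 100 uM RO 20-1724, compounds incubated 30 min before bottom-read fluorescence at 590 nm.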
Starred values were filed as active, the others as inactive; i = inactive; ? = inconclusive; / = not tested or not shown; [ ] = dose if it differs, or a comment. Unless noted, calls follow the shape of the dose curve; as a rule, active = well fitted curve in the direction sought with a large enough effect; inconclusive = small, poorly fitted or top-dose-only effect, or another doubt; inactive = no such curve, though single readings can be large; an effect the other way counts as inactive or inconclusive. Not all compounds are listed (hit frequency here may not be typical).

SMILES | USP2a inhib | BRCT inh green | A350 fluor | Caspase-7 inhib | Caspase-1 inhib | Fluorescein autfl | GFP derepression | BRCT PPI red | UbGFP stabilizer | 4-MU autofl | HEK293 cAMP cs
CN1C(=O)N(CN2CCCCC2)C2C1N(C)C(=O)N2CN1CCCCC1 (stereo not drawn) | 2% | -2.8% | i | 1% | 0% | ? | -2% | 0.3% | / | i | ?
CC(=O)n1cc(-c2ccncc2)c2ccccc21 | / | 0.7% | / | -4% | 0% | / | / | -1.0% | 0% | / | -10%
CC1CCc2nc(NC(=O)CN3CCOCC3)sc2C1 (stereo not drawn) | -1% | 0.5% | i | 1% | -4% | i | 0% | -1.0% | 2% | i | 0%
CC(C)(C)NCC1(CO)SC(N)=NC1=O (stereo not drawn) | 2% | 1.1% | i | 0% | -1% | ? | 0% | -0.6% | -2% | i | 2%
Fc1cccc2sc(Nc3nnc(-c4ccco4)o3)nc12 | 16% | -0.4% | 3.9e-08M* | -2% | 1% | i | 18% | 0.4% | -8% | 1.4e-08M* | -2%
O=C(NC1CCCCCC1)c1nc2ncccn2n1 | 4% | 0.4% | i | -2% | 0% | i | 0% | -1.8% | 3% | i | ?
CCCC(=O)N(c1ccc2oc(=O)sc2c1)S(=O)(=O)c1cccs1 | 31%[activator] | 0.2% | i | 0% | 0% | i | 0% | 0.7% | 4% | i | -10%
COc1ccc(O[C@H]2C=C[C@@H](c3ccccc3)O[C@H]2COC(=O)CC/C(C)=N/OCC[C@@H]2C=C[C@H](OC(C)=O)[C@H](COC(C)=O)O2)cc1 | / | -0.9%[15.4 µM] | / | 0%[11.5 µM] | -1%[11.5 µM] | / | / | 0.4%[15.4 µM] | / | / | 9%[11.4 µM]
O=C(Nn1cnnc1)c1ccncc1 | -4% | -1.3% | i | 2% | -2% | ? | 2% | 0.5% | 4% | i | ?
O=C(c1cccnc1)N1CCN(C(=O)c2ccccc2F)CC1 | -6%[7.66 µM] | -2.7% | / | 2% | 2% | / | -2% | 1.8% | -9%[9.17 µM] | / | 0%[11.4 µM]
C=CCNC(N)=S | / | -2.1% | / | -1% | 2% | / | / | -0.7% | / | / | 3%
O=C1CCSc2cccc3cccc(c23)N1 | 1% | 0.7% | / | -1% | -1% | / | 3% | -0.8% | 5% | / | 29%
O=C(CSc1nc2ccccc2[nH]1)NC(=O)NCc1ccco1 | 4% | 0.7% | i | -3% | 0% | ? | 0% | 0.5% | 0% | i | 2%
O=C(O)COc1ccc(C(=O)Cc2ccc3c(c2)OCCCO3)c(O)c1 | -5% | -2.7% | i | 0% | -1% | ? | 0% | -1.3% | 0% | i | -1%
C=CCOC(=O)C1=C(C)N=C2SCCC(=O)N2C1c1ccc(OC(=O)c2ccco2)cc1 (stereo not drawn) | 21% | -2.1% | / | -9% | -9% | / | 0% | 0.1% | 7% | / | 20%
C=C(Br)Cn1c(CCC)nc2ccccc21 | -15% | 0.0% | / | -2% | 0% | / | -2% | 0.5% | 22% | / | ?
Cn1c(SCC(=O)OCC(=O)c2ccccc2)nnc1-c1cccs1 | -4% | -0.2% | i | -1% | -3% | ? | 0% | 0.2% | 4% | i | -6%
Cc1cc(Cl)ccc1OCC(=O)Nc1ccccc1N1CCOCC1 | -8% | 0.5% | i | 0% | -1% | i | -3% | 0.7% | -1% | i | ?
Nc1nnc(SCc2cccc(C(F)(F)F)c2)s1 | 7%[7.66 µM] | 0.2% | / | 0% | 0% | / | 4% | -2.3% | 5%[9.17 µM] | / | 10%[11.4 µM]
CCOC(=O)Nc1ccc(S(=O)(=O)N2CCOCC2)cc1 | -1% | -1.5% | i | -8% | 0% | i | 2% | -0.4% | 2% | i | 4%
Cc1ccc(-c2nnn(CC(=O)N3CCN(c4nc5ccccc5s4)CC3)n2)cc1 | -6% | -2.4% | ? | 0%[0.00368 µM] | -1% | ? | 1% | -0.1% | -4% | ? | 15%
O=C(CSc1nnc(-c2ccccc2)o1)OCc1ccccc1 | / | -0.1% | / | -2% | -1% | / | / | -0.7% | / | / | -28%
Cc1ccc(C(=O)N(CN2CCCC2=O)c2ccc(F)cc2)cc1 | 6% | -1.4% | i | 1% | 1% | ? | 3% | -3.2% | -5% | i | 4%
O=C(CC1c2ccccc2Oc2ccccc21)NCc1ccco1 | / | 0.7% | / | -3% | 4% | / | / | -1.3% | / | / | -3%
COc1ccccc1N1CCN(C(=O)CCc2ccc(S(=O)(=O)NCC(C)C)cc2)CC1 | 27% | -0.7% | i | -1% | 0% | i | 0% | -0.4% | 4% | i | -2%

Going on with the list:
SMILES | USP2a inhib | BRCT inh green | A350 fluor | Caspase-7 inhib | Caspase-1 inhib | Fluorescein autfl | GFP derepression | BRCT PPI red | UbGFP stabilizer | 4-MU autofl | HEK293 cAMP cs
C1=C(CN2CCOCC2)COc2c1cccc2OC[C@@H]1CNCCO1 | / | -2.1% | / | -2% | 0% | / | 0% | 0.6% | 2% | / | 14%
CN(CCc1ccccn1)c1ncnc2[nH]ncc12 | -8% | -0.3% | 5.3e-08M* | 6% | -1% | i | 2% | -0.5% | 3% | 4.3e-08M* | -3%
CC(=O)N1CC=CC1(C)C(=O)NCc1cc(F)cc(C(F)(F)F)c1 (stereo not drawn) | / | 0.0% | / | 0% | -3% | / | / | -3.2% | / | / | 13%
Oc1ccc(Cl)cc1C=Nc1cnc2ccccc2c1 | / | 0.4%[15.4 µM] | 1.8e-07M* | -2%[11.5 µM] | -11%[11.5 µM] | i | -7%[9.22 µM] | 0.7%[15.4 µM] | -5%[9.17 µM] | 1.6e-07M* | -2%[11.4 µM]
Cc1cc(N(C)C)c(C#N)c(N2CCCCC2)n1 | -12% | -0.8% | ? | -12% | -14% | i | 3% | 0.6% | -3% | ? | 13%
COc1cc(C2SCCCCCCCCCCSC(c3ccc(O)c(OC)c3)SCCCCCCCCCCS2)ccc1O (stereo not drawn) | / | -0.1%[15.4 µM] | i | -1%[11.5 µM] | 0%[11.5 µM] | i | 0%[9.22 µM] | 0.6%[15.4 µM] | 3%[9.17 µM] | i | 17%[11.4 µM]
Cn1cccc1Cc1nnc(SCC(=O)Nc2ccc3c(c2)OCO3)n1CCc1ccccc1 | / | -0.4% | / | -5% | 1% | / | -7% | -0.6% | -1% | / | 10%
Cc1nc(COC(=O)c2ccc(S(=O)(=O)N3CCCC3)cc2)cs1 | 10% | 0.0% | i | 0% | -1% | i | 0% | -2.3% | -7% | i | -4%
COCCNC(=O)C1CC(=O)N(c2ccc(F)c(Cl)c2)C1 (stereo not drawn) | / | 2.0% | / | -1% | -2% | / | -3% | -1.0% | 9% | / | -1%
CCOC(=O)C1C(c2cccc(Cl)c2Cl)NC(=O)NC1(O)C(F)(F)F (stereo not drawn) | 6%[7.66 µM] | -1.8% | / | -1% | -4% | / | -3% | 0.7% | ? | / | -2%[11.4 µM]
Cc1nnc(C)n1/N=C/c1ccc(C(C)C)cc1 | 2% | -1.9% | i | 1% | -1% | i | 2% | 1.1% | 2% | i | 6%
CC1Cn2c(nc3sc4c(c3c2=O)CCC4)N1CCO (stereo not drawn) | 1% | -0.6% | 2.7e-08M* | -10% | -4% | ? | 0% | -2.2% | 5% | 2.7e-08M* | 2%
COc1ccc(-n2ncc3c(NCc4ccccn4)ncnc32)cc1 | / | -0.1% | / | 0% | -3% | / | / | 0.5% | / | / | -12%
COc1cccc(-n2nnnc2SCC(=O)Nc2cccc(C)n2)c1 | 10% | 0.1% | i | -1% | 0% | ? | 4% | -0.5% | 2% | i | 25µM*
C[N+](C)(C)[C@@H](C1=CCCC1=O)c1ccccc1 | / | -1.3%[15.4 µM] | i | -12%[11.5 µM] | -1%[11.5 µM] | i | 0%[9.22 µM] | 2.1%[15.4 µM] | -2%[9.17 µM] | i | -2%[11.4 µM]
O=c1c2ccccc2nc2n1CCCCC2 | 0% | -0.5% | i | 4% | 0% | i | 2% | 0.0% | -11% | i | -4%
COc1ccc(NS(=O)(=O)c2ccc3c(c2)Cc2ccccc2-3)cn1 | 43%[activator] | -3.4% | i | -7% | -2% | ? | 3% | -1.0% | 9% | i | ?
Cn1c(CN2CCOCC2)nnc1SCC(=O)Nc1nccs1 | -7% | -0.6% | 1.8e-08M* | -1% | -1% | i | 3% | 0.4% | -2% | 1.6e-08M* | 2%
COc1ccc(-c2nc(CS(=O)CC(=O)NCc3cccnc3)c(C)o2)cc1OC (stereo not drawn) | / | -1.3% | / | -3% | -2% | / | / | -0.6% | 7% | / | 2%

One compound at a time (already shown). Screens in order: USP2a inhib, BRCT inh green, A350 fluor, Caspase-7 inhib, Caspase-1 inhib, Fluorescein autfl, GFP derepression, BRCT PPI red, UbGFP stabilizer, 4-MU autofl, HEK293 cAMP cs
Record of `CC1Cn2c(nc3sc4c(c3c2=O)CCC4)N1CCO` (stereo not drawn) = 1%, -0.6%, 2.7e-08M*, -10%, -4%, ?, 0%, -2.2%, 5%, 2.7e-08M*, 2%
Record of `COc1ccc(-c2nc(CS(=O)CC(=O)NCc3cccnc3)c(C)o2)cc1OC` (stereo not drawn) = /, -1.3%, /, -3%, -2%, /, /, -0.6%, 7%, /, 2%

Screening results: PubChem, National Center for Advancing Translational Sciences (NCATS)
